Screening data: PubChem, National Center for Advancing Translational Sciences (NCATS)
KCNH2 3.1 block: inhibitors of human KCNH2 3.1 potassium channel isoform. U2OS KCNH2 3.1, thallium flux FluxOr; hits give low values. activity change, % (tested at about 1.8 µM). hit rate 0.95% among 340,000. AID 720553;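 active = maximum activity change below -70%; inconclusive = maximum activity change from -70% to -50%; inactive = maximum activity change above -50%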;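 also: thallium influx rate constant from kinetic fluorescence after stimulation buffer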
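We transduce U2OS cells with the mutant 3.1 virus, culture them overnight, load FluxOr with Red40 quencher for 45 min, then add stimulation buffer and read kinetically for 2 min to derive a normalized rate constant.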
Giardia killer: Giardia lamblia killing | AID 540267 | Giardia lamblia trophozoite viability | hit rate 0.15% among 340,000 | activity change, % at 7.66 µM, hits read low; in the data active = activity change below about -80%; inconclusive = between about -30% and that limit;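 also: parasites exposed to compound for two days anaerobically before the ATP read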
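Giardia lamblia trophozoites (100 cells/well) were incubated with compounds for 48 h at 37 deg C under anaerobic conditions. Viability was read as ATP content by one-step luminescence after 15-30 min at room temperature.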
B2AR arrestin: beta2AR (human) beta-arrestin recruitment activity; Potency, µM (highest dose often 46.1 µM), for inactives: at the highest dose activation, usual class: activators; hit rate 0.02% among 330,000; beta-arrestin recruitment to beta2AR, cell-based reporter;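 also: potency is read from the fitted curve at half-maximal effect; 0% = DMSO controls and full agonism = EC100 isoproterenol or metaproterenol; nearly all actives have a fitted effect of over 65% in size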
FBPA coupling cs: coupling enzyme interference in Giardia aldolase counter-screen; coupling enzyme system counterscreen, AmpLite Red fluorescence; activity change, negative = inhibition, % at 58.2 µM, hits read low; hit rate 0.67% among 290,000; in the data active = activity change below about -30%
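Counterscreen of the coupled detection system alone, without aldolase: glyceraldehyde-3-phosphate coupling enzymes plus AmpLite Red readout. Compounds at 57.5 uM final, 10 min RT preincubation, 20 min RT reaction, fluorescence 525/598 nm.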
Eya2 phos inh: blocks the phosphatase activity of human Eya2; O00167; recombinant Eya2, OMFP fluorescence dephosphorylation (OMFP is methylfluorescein phosphate); Potency, µM (series often up to 76.9 µM), inactives show at the highest dose activity, negative = inhibition, usual class: inhibitors; hit rate 0.006% among 330,000; AID 488837; also: potency is read from the fitted curve at half-maximal effect
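Eya2 protein (added as 0.2 uM solution) was preincubated with compound for 10 min at ambient temperature in 50 mM HEPES pH 7.5, 50 mM NaCl, 5 uM MgCl2, 0.05% BSA, 1 mM DTT. OMFP (added at 50 uM) then reacted 10 min; fluorescence read at 485/525 nm.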
GALK inhibitor: inhibitors of human galactokinase | P51570 | Purified GALK, Kinase-Glo residual ATP luminescence | Potency, µM (series often up to 57.5 µM), for inactives: top-dose activity change, negative = inhibition, most hits filed as inhibitors | hit rate 0.007% among 270,000 | AID 1868; also: potency is read from the fitted curve at half-maximal effect
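The enzyme phosphorylates galactose (100 uM) using ATP (35 uM); inhibition is detected as higher residual ATP, quantified by bioluminescence after 1 h reaction at room temperature, pH 8.0.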
uPA surface inh: cell surface uPA generation inhibition | cell surface uPA generation assay, qHTS | Potency, µM (highest dose often 38.3 µM), for the others: at the highest dose activity change, negative = inhibition, hits mostly inhibitors | hit rate 0.31% among 330,000 | AID 540303; active = well fitted inhibition curve with a large enough effect; inconclusive = small, poorly fitted or top-dose-only effect; inactive = no such curve, though single readings can be large or run the other way; tested in mouse RAW 264.7 cells; also: potency is read from the fitted curve at half-maximal effect; nearly all actives have a fitted effect of over 55% in size
hERG WT inh: inhibitors of human wildtype KCNH2 potassium channel. Q12809. U2OS, BacMam KCNH2, thallium flux FluxOr; hits give low values. activity change, % at 1.84 µM. hit rate 0.37% among 340,000. AID 720551;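 active = maximum activity change below -70%; inconclusive = maximum activity change between -70% and -50%; inactive = maximum activity change above -50%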
Target sequence (Q12809 whole entry, looked up): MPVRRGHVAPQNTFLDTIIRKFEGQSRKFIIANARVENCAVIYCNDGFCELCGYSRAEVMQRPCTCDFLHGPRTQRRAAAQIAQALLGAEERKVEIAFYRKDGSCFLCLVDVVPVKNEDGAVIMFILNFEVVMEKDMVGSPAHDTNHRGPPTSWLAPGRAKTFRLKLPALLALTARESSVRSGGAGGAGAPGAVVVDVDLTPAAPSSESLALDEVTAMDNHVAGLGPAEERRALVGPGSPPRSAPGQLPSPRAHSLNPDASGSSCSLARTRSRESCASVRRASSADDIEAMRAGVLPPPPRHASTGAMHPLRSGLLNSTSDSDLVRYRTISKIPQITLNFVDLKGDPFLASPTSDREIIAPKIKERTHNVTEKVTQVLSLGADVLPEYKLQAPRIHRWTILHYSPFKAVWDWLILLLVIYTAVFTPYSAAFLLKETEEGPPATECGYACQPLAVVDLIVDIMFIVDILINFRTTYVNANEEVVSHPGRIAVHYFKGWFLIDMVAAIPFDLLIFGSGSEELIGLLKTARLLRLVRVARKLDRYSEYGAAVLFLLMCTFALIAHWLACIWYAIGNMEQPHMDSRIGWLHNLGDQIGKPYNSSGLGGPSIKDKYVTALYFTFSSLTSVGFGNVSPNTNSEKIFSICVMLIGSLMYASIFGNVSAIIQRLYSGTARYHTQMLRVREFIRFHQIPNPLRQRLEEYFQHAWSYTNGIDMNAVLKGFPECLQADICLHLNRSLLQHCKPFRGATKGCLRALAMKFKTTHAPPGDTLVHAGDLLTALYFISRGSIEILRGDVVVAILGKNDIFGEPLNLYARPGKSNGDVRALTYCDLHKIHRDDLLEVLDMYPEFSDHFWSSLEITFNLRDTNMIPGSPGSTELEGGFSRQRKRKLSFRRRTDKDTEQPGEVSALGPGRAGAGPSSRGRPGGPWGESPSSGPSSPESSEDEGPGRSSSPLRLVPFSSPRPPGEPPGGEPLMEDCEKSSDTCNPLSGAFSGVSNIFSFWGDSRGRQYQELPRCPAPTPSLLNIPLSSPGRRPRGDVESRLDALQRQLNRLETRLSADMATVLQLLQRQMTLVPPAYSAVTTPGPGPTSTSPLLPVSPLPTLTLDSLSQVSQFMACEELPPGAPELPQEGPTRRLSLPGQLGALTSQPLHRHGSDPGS
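U2OS cells transduced with wild-type KCNH2 virus are loaded with FluxOr dye for 45 min, and thallium flux is measured in kinetic reads before and after stimulation buffer. Rate constants are normalized to DMSO controls.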
PKM2 act: activators of human pyruvate kinase M2; P14618; purified PKM2, Kinase-Glo ATP luminescence, activation; response scale: 0% is enzyme alone, no compound; Potency, µM (top dose mostly 57.5 µM), without a hit: at the top dose activation, most hits filed as activators; hit rate 0.34% among 260,000; AID 1631; also: potency is read from the fitted curve at half-maximal effect; nearly all actives have a fitted effect of over 55% in size
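hPK-M2, >95% pure; 0.1 mM ADP / 0.5 mM PEP final; imidazole pH7.2 buffer w/ 7 mM MgCl2, 50 mM KCl; 1 h RT; Kinase-Glo lum. Intermediate enzyme activity for dual inhibitor/activator qHTS.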
USP2a block: blocks human ubiquitin-specific protease USP2a | USP2 core, Ub-CHOP2 coupled fluorogenic reporter, 485/531 | Potency, µM (titrated, usually from 38.3 µM), inactives show at the highest dose activity change, negative = inhibition, actives largely listed as inhibitors | O75604 | hit rate 0.01% among 330,000;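 also: potency is read from the fitted curve at half-maximal effect; plate controls were DMSO wells for no effect and full inhibition by NEM control for full effect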
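Cell-free coupled assay: 10nM USP2 core preincubated 30min RT with compound in Tris-HCl pH 8.0/CaCl2/CHAPS buffer, then 25nM Ub-CHOP2 and 25nM reporter substrate; fluorescence (Ex 485/Em 531) read after 60min RT, normalized to NEM inhibition, concentration-response curves fitted.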
BCR signal inh: chronic active BCR signaling inhibition | ABC-DLBCL IkBa-CBG/CBR reporter, luminescence ratio, 4 h | Potency, µM (doses to about 46.1 µM), inactives show top-dose ratio change, negative = lower green/red ratio, hits mostly inhibitors | hit rate 0.05% among 340,000 | AID 493014; active = well fitted inhibition curve with a large enough effect in the signal ratio, with a control signal flat, not every such curve was filed as active; inconclusive = small, poorly fitted or top-dose-only effect, or effect the other way, or a change in a side signal; the % refers to the signal ratio;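 also: potency is read from the fitted curve at half-maximal effect; plate controls were basal doxycycline-induced cells for no effect and cells given 10 µM MG132 for full effect; MG132 reads +100%, hits lower the ratio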
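Cell line TMD8 (human ABC DLBCL), stably expressing tet-inducible CBG68-IkBa fusion and CBR; IMDM/0.5% FBS; cpd up to 46 uM; dox induction, 4 h, 37C/5% CO2; dual luminescence; green/red ratio; MG132 control.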
Active calls of the source: *; ? = inconclusive; · = not tested or not shown; & = joins results of further samples; [ ] = another dose, or the depositor's remark. Unless noted, calls follow the shape of the dose curve; as a rule, active = well fitted curve in the direction sought with a large enough effect; inconclusive = small, poorly fitted or top-dose-only effect, or another doubt; inactive = no such curve, though single readings can be large; an effect the other way counts as inactive or inconclusive. Unless noted, % is scaled to controls: 0 for no effect and ±100 for the full control effect. Hits appear at their usual frequency, and some 2.4% of all compounds hit somewhere here.

Order of results – KCNH2 3.1 block	Giardia killer	B2AR arrestin	FBPA coupling cs	Eya2 phos inh	GALK inhibitor	uPA surface inh	hERG WT inh	PKM2 act	USP2a block	BCR signal inh
O=[N+]([O-])c1cccc(-c2ccc(C(=S)N3CCN(c4ccccc4)CC3)o2)c1
 : -3	8	-0.3%	0	3%	-6%	1%	0	-1%	5%	-7%
CCOC(=O)N1CCC(N2CCN(Cc3ccccc3)C(CCO)C2)CC1 (configuration not stated)
 : -4	8	-0.2%	-1	5%	1%	0%	-1	4%	3%	-1%
COc1ccc(CN(C)C(=S)Nc2ccc(Cl)cc2Cl)cc1
 : -14	0	-0.1%	2	4%	1%	-14%	-5	-1%	-2%	-3%
CC(=O)c1cccc(NC(=O)c2ccc(S(=O)(=O)N3CCCCC3)cc2)c1
 : -21	3	-0.1%	-2	-7%	3%	-3%	-3	-6%	-1%	?
Cc1ccc(CNC(=O)c2ccc3c(=O)n4c(-c5ccc(C)cc5)csc4nc3c2)cc1
 : 16	-4	-0.4%	0	-4%	0%	9%	2	0%	1%	5%
CC(C)(C)c1cn(-c2ccccc2)c(=S)[nH]1
 : -1	4	0.4%	5	-15%	0%	1%	-5	-1%	6%	1%
CCCn1c(SCc2nc3sc(C)c(C)c3c(=O)[nH]2)nc2ccccc2c1=O
 : 13	-3	-0.4%	2	5%	1%	2%	4	0%	-2%	0%
O=C(NCCN1CCN(c2cccc(Cl)c2)CC1)C1CCCN(S(=O)(=O)c2cnc[nH]2)C1 (configuration not stated)
 : -13	10	0.1%	1	8%	-1%	-6%	1	-1%	-1%	-1%
O=C(O)c1ccccc1N/N=C/C1=C(N2CCOCC2)C(=C\c2ccccc2)/CC1
 : 1	20	-0.4%	2	3%	2%	-1%	-14	1%	2%	7%
C=CCOc1ccc(/C=C/C(=O)OCC(=O)NCc2cccc(OC)c2)cc1
 : 8	11	0.1%	·	11%	·	3%	-10	·	2%	3%
Brc1ccc(C2=Nn3c(nnc3-c3n[nH]c4c3CCC4)SC2)cc1
 : -11	26	-0.1%	1	14%	-3%	-9%	1	-1%	1%	?
O=C(Nc1nnc(COc2ccc(Cl)cc2)s1)c1ccco1
 : 6	-1	-0.8%	5	0%	-2%	2%	15	-5%	0%	5%
CSc1ccccc1OCc1cc(C(=O)N2CCN(Cc3nccn3C)CC2)no1
 : -9	?	0.2%	·	1%	-4%	12%	17	8%	1%	1%
Cc1cccn2cc(CNC(=O)C3CCCCC3)nc12
 : 10	-6	-0.8%	1	12%	-1%	-4%	6	9%	0%	20%
COC(=O)c1c(C)[nH]c(C(=O)OCC(=O)c2c(N)n(CC(C)C)c(=O)n(C)c2=O)c1C
 : 1	4	0.5%	·	5%	·	0%	0	·	-1%	-3%
CCCC(=O)Nc1cc(Cl)ccc1N1CCN(C(=O)CC)CC1
 : 5	-22	0.1%	0	-8%	-2%	-3%	-6	4%	2%	0%
CC(C)(C)OC(=O)NCCCCCNC(=O)c1nc[nH]c1C(=O)N1CCN(c2ccccc2)CC1
 : 2	7	0.4%	·	2%	·	2%	-14	·	3%	2%
C[n+]1cc(-c2ccccc2)n2c1CCCCC2
 : 1	-3	-0.4%	·	-7%	-1%	·	-3	-2%	5%	2%
CC(Oc1ccc2oc(-c3ccccc3)c(C(=O)O)c2c1)C(=O)O (configuration not stated)
 : -6	19	-0.5%	-1	-9%	-1%	2%	3	1%	-2%	?
O=C(c1ccco1)N1CCN(Cc2nc3cc(Cl)ccc3c(=O)[nH]2)CC1
 : 2	-13	-0.1%	2	13%	9%	2%	-7	0%	1%	12%
COCCn1c(-c2ccccc2)nc(=S)c2c1CC(C)(C)OC2
 : 11	13	-0.1%	4	-1%	0%	-5%	-4	-13%	1%	6%
CN(C)S(=O)(=O)c1cccc(NC(=O)c2cccc(N3C(=O)CCC3=O)c2)c1
 : -3	0	-0.2%	·	-17%	·	-1%	1	·	1%	1%
CCn1c2ccccc2c2cc(NC(=O)COC(=O)c3cc(S(N)(=O)=O)c(Cl)cc3Cl)ccc21
 : -3	-15	-0.3%	2	5%	11%	-3%	-18	0%	-1%	-10%
CC(C)N1C(=O)CCC1C(=O)N1CCCc2ccccc21 (configuration not stated)
 : 2	-12	0.1%	-9	10%	-2%	·	3	-1%	-2%	1%
Cc1ccc(/C=C2\SC(=S)N(CCC(=O)NNS(=O)(=O)c3ccc(C)cc3)C2=O)cc1
 : -23	0	0.0%	-1	1%	0%	-1%	0	2%	9%	?
CCOc1ccc(OCC(=O)c2c(O)c3ccccc3oc2=O)cc1
 : -1	1	0.7%	-2	10%	-1%	-4%	-4	20%	0%	?
Cc1sc(NC(=O)CN(CCc2ccccc2)C(=O)C2CC2)c(C(N)=O)c1C
 : 20	-1	0.3%	-1	6%	2%	-1%	0	-2%	11%	-1%
N=c1ncn(Cc2ccccc2)c2nc(SCCOc3ccccc3)[nH]c12
 : 6	-8	-0.2%	2	-15%	1%	1%	0	2%	-2%	-5%
O=C(CN1CCN(c2ccccn2)CC1)Nc1cc(F)ccc1F
 : 17	15	-0.7%	2	-2%	-2%	2%	-20	·	-2%	-6%
O=C(Nc1ccc(F)cc1)C(c1ccccc1)N1CCN(S(=O)(=O)c2ccc3ccccc3c2)CC1 (configuration not stated)
 : -28	-4	0.1%	1	4%	-3%	3%	4	-11%	-6%	4%
COc1ccc(NC(=O)COC(=O)c2ccc(S(=O)(=O)N(C)c3ccccc3OC)cc2)c(OC)c1
 : ·	·	-0.2%	4	1%	0%	·	·	1%	4%	-23%
CCOc1ccc(NC(=O)CSc2nc3ccccc3nc2N2CCCC2)cc1
 : 6	41[activator]	0.1%	1	-1%	·	-6%	10	6%	0%	0%
CCc1ccccc1OCC(=O)Nc1ccc(N2CCCC2)cc1C
 : 7	?	0.9%	·	-24%	·	3%	-7	·	?	-28%
O=C(COC(=O)c1ccccn1)c1ccc(Br)cc1
 : 1	-7	0.0%	0	-17%	-1%	2%	6	3%	2%	0%
O=C(CNCc1ccccc1Cl)Nc1ccc2c(c1)OCCO2
 : 5	5	?	3	?	0%	-11%	3	-1%	1%	?
COc1ccc(CC(=O)NNC(=O)c2ccco2)cc1
 : 11	-11	-1.0%	0	-14%	5%	-1%	-17	·	0%	-7%
CC(=O)Nc1ccc(SC[C@H](Cc2ccccc2)N2CCN(CC(C)C)CCC2=O)cc1
 : -23	8	0.6%	1	-13%	-2%	-5%	14	-12%	8%	1%
COc1ccc(-c2noc(-c3cc(C)cc(C)c3)n2)cc1OC
 : -5	-13	-0.6%	-1	-5%	0%	1%	-4	-3%	-1%	?
COc1ccc(N=C2SC(C(=O)Nc3ccc4c(c3)OCO4)CC(=O)N2C)cc1 (configuration not stated)
 : 3&-6	6&-4	-0.9%	-5	8%	0%	1%&2%	-4&-2	4%	1%	2%
Cc1ccc(C)c(NS(=O)(=O)c2ccc(NC(=O)CSc3ccc(Cl)cc3)cc2)c1
 : 5	26	-0.1%	2	0%	0%	12%	1	-3%	3%	?
O=C(CCN1C(=O)C2C3CCC(C3)C2C1=O)OCC(=O)c1cccc([N+](=O)[O-])c1 (configuration not stated)
 : 10	2	-1.6%	-4	1%	0%	1%	-3	-6%	3%	0%
Cc1cc(C)c(NC(=O)CN2C(=O)NC3(CCOc4ccccc43)C2=O)c(C)c1 (configuration not stated)
 : ·	8	0.3%	0	-34%	0%	4%	5	2%	3%	-25%
CC(NC(=O)CCSCc1ccccc1F)c1ccccc1 (configuration not stated)
 : 7	8	0.2%	3	5%	·	-4%	0	·	4%	6%&0%
Cc1ccc(S(=O)(=O)N2CCOCC2)cc1C(=O)NCC1CCCO1 (configuration not stated)
 : -8	-1	-0.7%	·	14%	8%	0%	14	-7%	1%	2%
CCN1CCN(c2ccc(S(=O)(=O)N3CCCCC3)cc2NC(=O)COc2ccc(F)cc2Cl)CC1
 : -80*	-24	0.5%	·	2%	-4%	-16%	-1	-1%	-2%	-1%
COc1ccc(-c2nc(CSCC(=O)NC3CCN(Cc4ccccc4)CC3)c(C)o2)cc1OC
 : -2	-9	7.9%	2	4%	6%	9%	-3	·	-1%	-8%
O=C(Nc1ccccc1F)c1ccc(CNS(=O)(=O)c2cccc(C(F)(F)F)c2)cc1
 : -1	25	-0.2%	1	10%	-1%	3%	-4	-6%	1%	0%
O=C(COC(=O)c1ccccc1Br)NCCC1=CCCCC1
 : -12	-3	2.7%	1	7%	1%	2%	6	6%	3%	?
